# Compound activity as filed in PubChem BioAssay.
# SENP1 FRET inh: SENP1 (human) catalytic domain inhibition; Q9P0U3; recombinant SENP1 catalytic domain, CyPet-SUMO1-YPet FRET cleavage; hit rate 0.21% among 360,000; inhibition, % at 10 µM; AID 624204;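 active = inhibition at least 30% at 10 µM, raw YFP signal under a set limit, fluorescence ratio 0.5 to 1.5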;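 also: 0% = enzyme with DMSO and 100% = no enzyme wells; some results filed as inactive read as strong as hits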
#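 Test system: recombinant human SENP1 catalytic domain, His6-tagged / Medium: pH 8 Tris buffer with EDTA, NaCl, BME, BSA, NP40, catalase / Also added: SUMO1 FRET substrate flanked by Cypet and Ypet, 25 nM / Times: 50 min reaction at room temperature / Signal: FRET, CFP and YFP emission / Control set: no-enzyme low control and enzyme-plus-DMSO high control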
# NLRP3 yeast inh: inhibitors of NALP3 inflammasome in yeast; Yeast reconstituted NLRP3/ASC/caspase-1, beta-gal luminescence, 24 h; inhibition, % at 10 µM; hit rate 0.39% among 330,000; AID 2825;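 active = inhibition of 50% or more; inactive = inhibition below 50%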;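 also: plate controls were induced DMSO wells for no effect and uninduced yeast grown without galactose for full effect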
# SENP8 block-1: blocks the human protease SENP8; Q96LD8; purified SENP8, Z-RLRGG-aminoluciferin cleavage, luminescence; inhibition, % at 10 µM; hit rate 1.2% among 330,000; AID 2540; in the data active = inhibition above about 50%
# SENP7 inh: SENP7 protease inhibition; recombinant SENP7, Z-RLRGG-aminoluciferin luminescence, 40 min; Q9BQF6; hit rate 1.5% among 330,000; AID 434973; inhibition, % at 5 µM;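 active = inhibition above about 50% at the single test dose, limit read from the data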;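 also: plate controls were DMSO with enzyme for no effect and no enzyme buffer wells for full effect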
# PfG6PD inh: PfG6PD (Plasmodium falciparum) enzyme inhibition; PfGluPho enzyme, NADPH resazurin-diaphorase fluorescence; inhibition, % at 20 µM; hit rate 0.78% among 350,000;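 active = inhibition reaching at least a set limit at 20 µM in the primary screen, cut at about 59% in these data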;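 also: 0% = DMSO wells with substrate and 100% = DMSO wells lacking glucose-6-phosphate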
# SENP6 inh: SENP6 protease inhibition | inhibition, % at 10 µM | Recombinant SENP6 catalytic domain, aminoluciferin luminescence | Q9GZR1 | hit rate 1.8% among 330,000 | AID 2599;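 active = inhibition above about 50% at the single tested dose, limit read from the data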;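 also: plate controls were DMSO wells with enzyme for no effect and DMSO wells lacking enzyme for full effect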
# Apaf1 inhib: inhibitors of human Apaf-1 apoptosome; O14727; reconstituted apoptosome caspase-3 activity, DEVD-Rh110 fluorescence; inhibition, % at 20 µM; hit rate 0.71% among 330,000; active = inhibition of at least 40% at 20 µM;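 also: plate controls were DMSO wells for no effect and DEVD-CHO caspase inhibitor wells for full effect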
#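 Assay system: Apoptosome proteins | Medium: pH 7.5 Hepes buffer with CHAPS, BSA, DTT | Also added: Cytochrome c and DEVD-Rh110 substrate | Times: 30 min plus 50 min, RT | Detection: Rhodamine 110 fluorescence at Ex 480/Em 540 nm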
# SENP8 block-2: SENP8 (human) protease inhibition; Q96LD8; recombinant SENP8, Nedd8 substrate fluorescence; inhibition, % at 20 µM; hit rate 0.64% among 360,000; AID 602440; in the data active = inhibition mostly above about 40%, no sharp cut-off; inactive = mostly below about 27%
# HKDC1 inhibitor: HKDC1 (human) hexokinase inhibition; Q2TB90; recombinant HKDC1, G6PDH/diaphorase resazurin coupled fluorescence; inhibition, % at 20 µM; hit rate 0.16% among 340,000;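 active = inhibition above about 35% when tested at 20 µM, limit read from the data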;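 also: plate controls were DMSO wells with enzyme for no effect and DMSO wells lacking enzyme for full effect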
# Target sequence (Q2TB90 whole entry, looked up): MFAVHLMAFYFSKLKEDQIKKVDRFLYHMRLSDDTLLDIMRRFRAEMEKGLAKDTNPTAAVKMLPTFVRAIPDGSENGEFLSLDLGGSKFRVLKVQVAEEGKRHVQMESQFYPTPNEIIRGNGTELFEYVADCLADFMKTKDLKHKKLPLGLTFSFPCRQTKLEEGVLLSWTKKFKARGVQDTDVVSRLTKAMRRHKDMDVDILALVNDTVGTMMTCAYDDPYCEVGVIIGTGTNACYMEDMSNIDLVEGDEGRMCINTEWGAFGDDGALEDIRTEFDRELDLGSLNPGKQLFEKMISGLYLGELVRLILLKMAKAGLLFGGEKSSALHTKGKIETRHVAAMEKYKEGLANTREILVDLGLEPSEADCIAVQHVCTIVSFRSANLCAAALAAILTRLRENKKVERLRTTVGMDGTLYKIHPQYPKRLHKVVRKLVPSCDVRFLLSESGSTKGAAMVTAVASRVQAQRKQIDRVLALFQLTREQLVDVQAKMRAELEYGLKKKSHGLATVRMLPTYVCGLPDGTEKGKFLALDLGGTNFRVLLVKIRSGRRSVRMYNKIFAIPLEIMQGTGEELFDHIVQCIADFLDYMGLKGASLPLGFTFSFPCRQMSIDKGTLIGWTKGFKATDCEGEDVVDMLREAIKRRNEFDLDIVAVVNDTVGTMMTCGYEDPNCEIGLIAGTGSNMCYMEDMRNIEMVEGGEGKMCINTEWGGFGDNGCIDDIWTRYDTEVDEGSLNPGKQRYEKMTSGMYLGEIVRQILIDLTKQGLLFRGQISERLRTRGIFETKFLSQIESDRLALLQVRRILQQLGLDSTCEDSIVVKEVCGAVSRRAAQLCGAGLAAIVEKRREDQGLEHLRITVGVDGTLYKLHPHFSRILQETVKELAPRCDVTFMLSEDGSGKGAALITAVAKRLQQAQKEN
#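 Test system: HK5 enzyme. Quantity: 5 µg/mL HK5 final. Reagent: glucose and ATP substrates. Schedule: 90 min reaction incubation at room temperature, dark. Technique: resazurin-to-resorufin fluorescence via G6PDH and diaphorase coupling, 525/613 nm. Control set: DMSO wells with and without enzyme mix.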
# * = called active by the depositor; x = no result given.
# Every second line gives: SENP1 FRET inh | NLRP3 yeast inh | SENP8 block-1 | SENP7 inh | PfG6PD inh | SENP6 inh | Apaf1 inhib | SENP8 block-2 | HKDC1 inhibitor
1: O=C(Nc1ccc(C(=O)O)cc1)/C(=C/c1ccc([N+](=O)[O-])cc1)NC(=O)c1ccccc1
 : 0.7 | 14.5 | -6.7 | -2.5 | -10.0 | -7.3 | 9.1 | -8.1 | 15.2
2: CC(C)c1ccc2c(c1)C(N1CCN(C)CC1)Cc1cccnc1S2 (stereo not given)
 : 1.6 | 3.5 | -9.3 | 6.2 | -1.8 | -22.5 | -1.0 | 8.0 | 7.3
3: Cc1ccc(C)c(N2CCN(C(=O)CN(C)S(=O)(=O)c3cnc[nH]3)CC2)c1
 : 0.1 | 11.7 | 3.6 | -2.9 | 5.4 | 14.3 | 0.0 | 8.7 | -11.0
4: Cn1c(=O)c(=O)n(C)c2cc(S(=O)(=O)NCCN3CCN(c4ccccc4F)CC3)ccc21
 : 2.5 | -3.1 | -5.0 | -3.8 | 3.8 | -19.5 | 6.6 | -11.7 | -2.7
5: O=C(NCCc1ccccc1)c1ccc(CS(=O)(=O)Cc2ccc(F)cc2)o1
 : -4.8 | 7.9 | 1.6 | 3.3 | -7.0 | -1.5 | -0.9 | 15.8 | -2.1
6: CC(C)[C@H](NC(=O)c1ccccc1)C(=O)OCC(=O)NCc1ccc(F)cc1
 : 1.9 | -2.4 | 4.9 | 5.3 | 4.4 | 0.1 | -2.3 | 9.0 | -4.4
7: COc1cc(OC)c2c(-c3ccccc3)cc(=O)oc2c1C(CCN1CCN(c2ccccc2)CC1)c1ccc(N(C)C)cc1 (stereo not given)
 : -0.5 | 14.4 | -7.9 | 6.6 | 4.0 | -15.0 | 20.3 | 3.4 | 0.4
8: CC(C)C[C@@]12C(=O)N(c3cccc(F)c3)C(=O)N1[C@H](c1ccc(Br)cc1)[C@@H]1C(=O)N(C(C)(C)C)C(=O)[C@@H]12
 : -1.1 | 10.3 | 4.6 | 4.3 | -5.1 | 2.5 | 10.1 | -1.3 | 5.3
9: COc1ccc(OCc2nnc(SCC(=O)N3C(C)CCCC3C)o2)cc1 (stereo not given)
 : -0.2 | 20.6 | -12.0 | -6.2 | -9.0 | -10.3 | 16.5 | 10.9 | -4.6
10: O=C(O)C/C=C(/NC(=O)OCc1ccccc1)C(=O)OCc1ccccc1
 : 2.9 | 3.7 | -3.5 | 4.3 | 0.3 | -6.1 | 9.2 | 5.2 | -5.2

# Looked up by compound from above, 5 records:
# Every second line gives: SENP1 FRET inh | NLRP3 yeast inh | SENP8 block-1 | SENP7 inh | PfG6PD inh | SENP6 inh | Apaf1 inhib | SENP8 block-2 | HKDC1 inhibitor
6: CC(C)[C@H](NC(=O)c1ccccc1)C(=O)OCC(=O)NCc1ccc(F)cc1
 : 1.9 | -2.4 | 4.9 | 5.3 | 4.4 | 0.1 | -2.3 | 9.0 | -4.4
10: O=C(O)C/C=C(/NC(=O)OCc1ccccc1)C(=O)OCc1ccccc1
 : 2.9 | 3.7 | -3.5 | 4.3 | 0.3 | -6.1 | 9.2 | 5.2 | -5.2
9: COc1ccc(OCc2nnc(SCC(=O)N3C(C)CCCC3C)o2)cc1 (stereo not given)
 : -0.2 | 20.6 | -12.0 | -6.2 | -9.0 | -10.3 | 16.5 | 10.9 | -4.6
2: CC(C)c1ccc2c(c1)C(N1CCN(C)CC1)Cc1cccnc1S2 (stereo not given)
 : 1.6 | 3.5 | -9.3 | 6.2 | -1.8 | -22.5 | -1.0 | 8.0 | 7.3
4: Cn1c(=O)c(=O)n(C)c2cc(S(=O)(=O)NCCN3CCN(c4ccccc4F)CC3)ccc21
 : 2.5 | -3.1 | -5.0 | -3.8 | 3.8 | -19.5 | 6.6 | -11.7 | -2.7

# The list goes on.
# Every second line gives: SENP1 FRET inh | NLRP3 yeast inh | SENP8 block-1 | SENP7 inh | PfG6PD inh | SENP6 inh | Apaf1 inhib | SENP8 block-2 | HKDC1 inhibitor
11: COc1ccc2cc3c(N)nn(C(=O)Cc4ccccc4OC)c3nc2c1
 : 1.3 | 7.7 | -13.9 | -13.2 | -5.8 | -20.6 | 8.3 | -59.6 | 3.9
12: Cc1cccc(NC(=O)c2ccc(N3C(=O)C4CCCCC4C3=O)cc2)c1C (stereo not given)
 : -0.8 | 20.9 | 0.5 | -3.1 | 5.8 | 14.7 | 10.4 | 1.1 | 5.6
13: CCCCC(c1nnnn1CC1CCCO1)N1CCN(c2cc(Cl)ccc2C)CC1 (stereo not given)
 : 1.7 | x | x | x | 11.0 | x | x | 17.7 | 4.2
14: COc1ccc(-c2cc(C(=O)N/N=C/c3cccnc3)c3cc(C)cc(C)c3n2)cc1
 : -9.1 | 16.0 | 8.7 | 0.6 | -1.3 | -6.9 | 17.9 | -403.6 | -3.9
15: O=C1c2ccccc2C(=O)N1CCCCN(C(=O)c1cc2ccccc2oc1=O)c1ccc(Cl)cc1
 : 2.4 | 10.6 | -3.1 | 3.7 | -6.1 | -7.4 | 25.8 | 18.8 | -10.8
16: COCCN(C(=O)CN1CCc2ccccc2C1)c1c(N)n(Cc2ccccc2)c(=O)[nH]c1=O
 : -66.3 | 1.8 | 2.6 | 9.6 | -8.1 | 9.9 | 13.5 | -8.4 | 0.3
17: O=C(/C=C/c1ccc(F)cc1)NC(=S)Nc1ccccc1O
 : 2.8 | x | x | x | -35.1 | x | x | 18.9 | -0.7
18: Cc1c(C)c2ccc(OCC(=O)Nc3ccccn3)cc2oc1=O
 : 3.8 | 8.4 | 48.3 | 95.5* | -5.5 | 63.7* | -14.0 | -340.8 | -0.5
19: CC1CCCC(NC(=O)COC(=O)[C@@H](NC(=O)c2ccc(F)cc2)C(C)C)C1C (stereo not given in full)
 : 0.4 | 18.5 | 5.1 | 2.6 | 16.7 | 11.2 | 6.5 | 17.0 | -3.2
20: CCCCNC(=O)[C@@H]1CSC2c3ccc(OC)c(OC)c3C(=O)N21 (stereo not given in full)
 : -8.2 | 9.7 | -8.8 | -5.2 | 4.7 | -15.4 | -0.4 | -239.1 | 6.4

# Structures above that have a Cl atom, in the order listed:
# Every second line gives: SENP1 FRET inh | NLRP3 yeast inh | SENP8 block-1 | SENP7 inh | PfG6PD inh | SENP6 inh | Apaf1 inhib | SENP8 block-2 | HKDC1 inhibitor
13: CCCCC(c1nnnn1CC1CCCO1)N1CCN(c2cc(Cl)ccc2C)CC1 (stereo not given)
 : 1.7 | x | x | x | 11.0 | x | x | 17.7 | 4.2
15: O=C1c2ccccc2C(=O)N1CCCCN(C(=O)c1cc2ccccc2oc1=O)c1ccc(Cl)cc1
 : 2.4 | 10.6 | -3.1 | 3.7 | -6.1 | -7.4 | 25.8 | 18.8 | -10.8

# Next part:
# Every second line gives: SENP1 FRET inh | NLRP3 yeast inh | SENP8 block-1 | SENP7 inh | PfG6PD inh | SENP6 inh | Apaf1 inhib | SENP8 block-2 | HKDC1 inhibitor
21: COc1cc(C(F)(F)F)c(C(=O)N(C)Cc2cccc(Cl)c2)cn1
 : 1.3 | 6.3 | -6.1 | -1.7 | -8.6 | -12.7 | 7.2 | 6.3 | -3.2
22: COc1cc2ccccc2cc1C(=O)N1CCc2ccccc21
 : 1.2 | 21.5 | 4.5 | 0.3 | 43.3 | -12.9 | 24.5 | -24.2 | -0.7
23: CCOC(=O)Cc1nnc(Nc2ccc(C)cc2)c2ccccc12
 : 3.9 | 4.0 | -0.8 | 5.0 | 8.0 | -10.2 | 3.1 | -62.2 | -4.6
24: O=C(CSC1=NS(=O)(=O)c2ccccc2N1)N1CCCCC1
 : -0.3 | 11.8 | 0.9 | -2.0 | -1.8 | 4.0 | 0.5 | 8.0 | -5.5
25: Cc1ccc(S(=O)(=O)NNC(=O)C2CCN(Cc3ccccc3)CC2)cc1
 : -0.7 | 17.6 | -3.8 | 8.1 | -12.4 | -18.3 | 3.2 | 22.1 | -6.9
26: N=c1c(S(=O)(=O)c2ccccc2)cc2c(=O)n3ccccc3nc2n1Cc1cccnc1
 : -20.2 | 29.4 | 3.2 | 17.3 | 5.6 | -10.8 | 1.3 | -218.7 | -4.6
